Compound activity (PubChem)
TcdB GH inh = TcdB glycohydrolase inhibitors, primary screen, biochemical, single point, plate reader; AID 652162, 2013; Toxin B (Clostridioides difficile), P18177; 350,000 tested, 0.24% active; inhibition, % at 9.99 µM; TcdB glycohydrolase enzymatic assay; in the data active means inhibition above about 10%
Starred values were filed as active, the others as inactive. An excerpt, so the mix of outcomes need not match the whole.

SMILES	TcdB GH inh
Cc1ccccc1S(=O)(=O)NCC[C@H]1CC[C@@H](NC(=O)C2CCCC2)[C@H](CO)O1	0.4
C/C=C/c1cnc2c(c1)C(=O)N([C@@H](C)CO)C[C@@H](C)[C@H](CN(C)S(=O)(=O)c1ccccc1F)O2	1.6
C[C@@H]1CN([C@@H](C)CO)C(=O)c2cccc(NC(=O)C3CCCCC3)c2O[C@@H]1CN(C)C(=O)Nc1ccccc1	1.9
C[C@@H]1CCCCO[C@@H](CN(C)C(=O)Cc2ccccc2)[C@H](C)CN([C@@H](C)CO)C(=O)c2cc(NC(=O)Cc3ccccc3)ccc2O1	-9.3
C[C@H](CO)N1C[C@H](C)[C@H](CN(C)C(=O)Nc2ccc3c(c2)OCO3)Oc2c(NC(=O)Nc3ccccc3)cccc2C1=O	1.1
O=C(C[C@@H]1CC[C@H]2[C@@H](COC[C@@H](O)CN2C(=O)c2ccc3c(c2)OCO3)O1)NCCN1CCCCC1	-0.1
Cc1ccc(S(=O)(=O)Nc2ccc3c(c2)C(=O)N([C@@H](C)CO)C[C@@H](C)[C@H](CN(C)C(=O)Nc2ccc(C(F)(F)F)cc2)OCCCC[C@@H](C)O3)cc1	-1.7
COCCOC(=O)N1C(=O)[C@@]2(c3cc(C#CCCO)ccc31)[C@H](c1ccccc1OCCO)N1[C@H](c3ccccc3)[C@H](c3ccccc3)OC(=O)[C@H]1[C@@H]2C(=O)N1CCc2cc(OC)c(OC)cc2C1	-1.4
Cc1noc(C)c1S(=O)(=O)Nc1ccc2c(c1)C(=O)N([C@H](C)CO)C[C@H](C)[C@@H](CN(C)Cc1ccncc1)OCCCC[C@@H](C)O2	0.6
CCCCOCCCNC(=O)C[C@@H]1C[C@@]2(C(=O)OC)CCCCC=C2N(Cc2ccc3c(c2)OCO3)C1=O	-0.6
CCC(=O)N1CC2(C1)[C@H](c1ccc(-c3cccc(F)c3)cc1)[C@@H](CO)N2CC1CC1	-0.2
CN1c2ccc(Br)cc2[C@H]2[C@H](CCN2C(=O)C2CCCCC2)[C@H]1CO	1.9
C[C@H](O)C#Cc1ccc2c(c1)O[C@H](CN(C)C(=O)C1CCC1)[C@@H](C)CN([C@H](C)CO)S2(=O)=O	0.2
C[C@H](CO)N1C[C@H](C)[C@H](CN(C)S(=O)(=O)c2ccccc2)Oc2cc(C#Cc3ccncc3)ccc2S1(=O)=O	-0.2
O=C(C1CCC1)N1CC2(C1)[C@@H](c1ccccc1)[C@H](CO)N2C(=O)c1ccccn1	-1.4
CO[C@H]1CN(C)C(=O)c2ccc(NC(=O)c3ccccc3F)cc2OC[C@H](C)N(C(=O)c2ccccc2F)C[C@@H]1C	-0.4
C[C@H]1CN([C@@H](C)CO)C(=O)c2cc(NC(=O)Nc3cccc4ccccc34)ccc2O[C@@H]1CN(C)Cc1ccc(C(F)(F)F)cc1	0.5
O=C(CN1CCOCC1)NCC[C@H]1CC[C@H](NC(=O)c2ccc3c(c2)OCO3)[C@H](CO)O1	-4.3
C[C@@H]1CN([C@H](C)CO)C(=O)Cc2cc(NS(=O)(=O)c3ccc(Cl)cc3)ccc2O[C@@H]1CN(C)CC1CCCCC1	0.4
C[C@@H]1CN([C@H](C)CO)C(=O)Cc2cc(NC(=O)CCN3CCOCC3)ccc2O[C@@H]1CN(C)Cc1ccccc1	-0.8
C[C@@H]1CCCCO[C@H](CN(C)Cc2ccc(C(F)(F)F)cc2)[C@H](C)CN([C@H](C)CO)C(=O)c2cc(NC(=O)CCCN(C)C)ccc2O1	-1.0
O=C(C[C@@H]1C[C@@H]2c3cc(NC(=O)Nc4ccc(C(F)(F)F)cc4)ccc3O[C@@H]2[C@H](CO)O1)NCc1cccnc1	1.0
Cc1ccccc1-c1ccc2c(c1)O[C@H](CN(C)Cc1ccc(C(=O)O)cc1)[C@H](C)CN([C@@H](C)CO)S2(=O)=O	-0.3
CCCC#Cc1cnc2c(c1)C(=O)N([C@H](C)CO)C[C@H](C)[C@@H](CN(C)C(=O)Cc1ccccc1)O2	0.1
CC(=O)N1CCCCN2[C@H](CO)[C@@H](c3ccc(C#Cc4ccccc4F)cc3)[C@@H]2C1	-0.2

Among those listed so far, four contain a CF3 group:
SMILES	TcdB GH inh
Cc1ccc(S(=O)(=O)Nc2ccc3c(c2)C(=O)N([C@@H](C)CO)C[C@@H](C)[C@H](CN(C)C(=O)Nc2ccc(C(F)(F)F)cc2)OCCCC[C@@H](C)O3)cc1	-1.7
C[C@H]1CN([C@@H](C)CO)C(=O)c2cc(NC(=O)Nc3cccc4ccccc34)ccc2O[C@@H]1CN(C)Cc1ccc(C(F)(F)F)cc1	0.5
C[C@@H]1CCCCO[C@H](CN(C)Cc2ccc(C(F)(F)F)cc2)[C@H](C)CN([C@H](C)CO)C(=O)c2cc(NC(=O)CCCN(C)C)ccc2O1	-1.0
O=C(C[C@@H]1C[C@@H]2c3cc(NC(=O)Nc4ccc(C(F)(F)F)cc4)ccc3O[C@@H]2[C@H](CO)O1)NCc1cccnc1	1.0

Returning to the listing; the 2 compounds before the break are reprinted first.
SMILES	TcdB GH inh
CCCC#Cc1cnc2c(c1)C(=O)N([C@H](C)CO)C[C@H](C)[C@@H](CN(C)C(=O)Cc1ccccc1)O2	0.1
CC(=O)N1CCCCN2[C@H](CO)[C@@H](c3ccc(C#Cc4ccccc4F)cc3)[C@@H]2C1	-0.2
C[C@H]1CCCCO[C@H](CN(C)S(C)(=O)=O)[C@@H](C)CN([C@@H](C)CO)C(=O)c2cc(NC(=O)c3ccccc3)ccc2O1	0.1
Cc1noc(C)c1NC(=O)N(C)C[C@H]1Oc2ncc(C3=CCCC3)cc2C(=O)N([C@H](C)CO)C[C@H]1C	0.8
O=C(C[C@@H]1C[C@@H]2c3cc(NC(=O)NC4CCCC4)ccc3O[C@@H]2[C@@H](CO)O1)NCc1cccc(F)c1	-1.2
CO[C@H]1CN(C)C(=O)c2cc(NC(=O)C3CCC3)ccc2OC[C@@H](C)N(C(=O)CN(C)C)C[C@@H]1C	0.0
COC(=O)[C@@]12C[C@@H](CC(=O)NCc3ccc(C)o3)C(=O)N(Cc3ccccc3)C1=CCC(C)(C)C2	1.1
CC(C)(C)NC(=O)C(c1ccncc1)n1c(=O)c(-c2ccco2)nc2ccccc21 (configuration not stated)	0.1
C[C@@H]1CN([C@H](C)CO)S(=O)(=O)c2ccc(C3=CCCC3)cc2O[C@H]1CN(C)Cc1cncnc1	-0.5
CCCc1cn(CC[C@@H]2CC[C@@H](NS(=O)(=O)c3ccccc3Cl)[C@@H](CO)O2)nn1	-0.4
CC(C)C#Cc1ccc2c(c1)O[C@H](CN(C)Cc1cncnc1)[C@H](C)CN([C@H](C)CO)S2(=O)=O	-0.4
C[C@H](CO)N1C[C@H](C)[C@H](CN(C)C(=O)c2ccc3c(c2)OCO3)Oc2cc(-c3ccncc3)ccc2S1(=O)=O	0.1
Nc1nc2ncccn2c1-c1ccc(F)c(F)c1	0.7
CC(C)C#Cc1ccc([C@H]2[C@@H](C#N)N(C(=O)CN(C)C)[C@H]2CO)cc1	2.4
C[C@@H]1CN([C@@H](C)CO)C(=O)c2cc(NS(=O)(=O)c3ccc(Cl)cc3)ccc2O[C@@H]1CN(C)C(=O)NC1CCCCC1	1.2
C[C@H](CO)N1C[C@H](C)[C@H](CN(C)Cc2ccccn2)Oc2cc(C#C[C@@H](C)O)ccc2S1(=O)=O	-0.1
C[C@@H]1CCCCO[C@@H](CN(C)Cc2ccccc2)[C@H](C)CN([C@@H](C)CO)C(=O)c2cc(NC(=O)CCC(F)(F)F)ccc2O1	0.8
C[C@H](CO)N1C[C@H](C)[C@H](CN(C)C(=O)Nc2ccc(F)cc2)Oc2ncc(C#CC(C)(C)O)cc2C1=O	0.1
C[C@H]1CN([C@@H](C)CO)C(=O)Cc2cc(NC(=O)Cc3cn(C)c4ccccc34)ccc2O[C@H]1CN(C)Cc1ccc(C(=O)Nc2ccccc2N)cc1	-0.5
CCCNC(=O)C[C@@H]1CC[C@@H]2[C@H](COC[C@H](O)CN2C(=O)c2ccc(F)cc2)O1	0.8
CCC(=O)N(C)C[C@H]1Oc2cc(C#CC3CCCC3)ccc2S(=O)(=O)N([C@@H](C)CO)C[C@H]1C	0.8
CC=Cc1ccc2n(c1=O)C[C@H]1[C@H](CO)[C@@H](C(=O)N3CCCCC3)[C@@H]2N1C(=O)C1CCC1 (mixture of isomers)	-0.5
C[C@H]1CN([C@@H](C)CO)C(=O)c2cccc(NC(=O)c3nc4ccccc4s3)c2O[C@H]1CN(C)CC1CC1	-0.4
CCN(C[C@H]1[C@H](c2ccc(-c3ccccc3)cc2)[C@H](CO)N1C(C)=O)C(C)=O	-0.5
COc1ccc(CN(C)C[C@H]2Oc3ccc(NC(=O)CCC(F)(F)F)cc3CC(=O)N([C@H](C)CO)C[C@H]2C)cc1	-0.8
CC(C)NC(=O)N(C)C[C@H]1Oc2c(NC(=O)C3CCOCC3)cccc2C(=O)N([C@H](C)CO)C[C@H]1C	-0.2
O=C(CCc1c[nH]c2ccccc12)Nc1ccc(Nc2cccnc2)c(Br)c1	-1.4

Copied from the list.
CC=Cc1ccc2n(c1=O)C[C@H]1[C@H](CO)[C@@H](C(=O)N3CCCCC3)[C@@H]2N1C(=O)C1CCC1 (mixture of isomers) in TcdB GH inh has -0.5
CCN(C[C@H]1[C@H](c2ccc(-c3ccccc3)cc2)[C@H](CO)N1C(C)=O)C(C)=O in TcdB GH inh has -0.5
CCCc1cn(CC[C@@H]2CC[C@@H](NS(=O)(=O)c3ccccc3Cl)[C@@H](CO)O2)nn1 in TcdB GH inh has -0.4
C[C@H](CO)N1C[C@H](C)[C@H](CN(C)C(=O)Nc2ccc(F)cc2)Oc2ncc(C#CC(C)(C)O)cc2C1=O in TcdB GH inh has 0.1
C[C@H]1CN([C@@H](C)CO)C(=O)Cc2cc(NC(=O)Cc3cn(C)c4ccccc34)ccc2O[C@H]1CN(C)Cc1ccc(C(=O)Nc2ccccc2N)cc1 in TcdB GH inh has -0.5

Carrying on.
SMILES	TcdB GH inh
O=C(C[C@H]1CC[C@@H]2[C@H](COC[C@H](O)CN2C(=O)c2ccc3c(c2)OCO3)O1)NC1Cc2ccccc2C1	-1.7
CCCN1C[C@H](C)[C@@H](OC)CN(C)C(=O)c2cc(NC(=O)C3CCOCC3)ccc2OC[C@H]1C	-1.9
C[C@@H]1CCCCO[C@H](CN(C)Cc2ccc(Cl)c(Cl)c2)[C@H](C)CN([C@@H](C)CO)C(=O)c2cc(NS(=O)(=O)c3cn(C)cn3)ccc2O1	1.3
COC(=O)[C@@H]1[C@@H](CO)[C@@H]2Cn3c(ccc(-c4ccccc4OC)c3=O)[C@@H]2N1C(=O)c1cnccn1	0.5
C/C=C/c1ccc([C@H]2[C@@H](CO)N(C(C)=O)[C@H]2CNC(=O)c2ccncc2)cc1	-0.3
C[C@H](CO)N1C[C@H](C)[C@H](CN(C)Cc2ccc(-c3ccccc3)cc2)Oc2ccc(NC(=O)Nc3cccc4ccccc34)cc2CC1=O	0.2
O=C(C[C@@H]1CC[C@@H](NC(=O)C2CCOCC2)[C@@H](CO)O1)NCC1CCCCC1	0.1
C[C@H]1CN([C@@H](C)CO)C(=O)c2cc(C#Cc3ccccc3F)cnc2O[C@H]1CN(C)S(=O)(=O)c1ccccc1	-0.2
C[C@H](CO)N1C[C@H](C)[C@H](CN(C)S(=O)(=O)c2cn(C)cn2)Oc2ccc(NC(=O)C3CCCCC3)cc2CC1=O	0.0
CN1C(=O)c2cc(NC(=O)C3CCCC3)ccc2OC[C@H]2O[C@H](CC(=O)O)CC[C@@H]21	0.7
CC(C)C#Cc1cnc2c(c1)C(=O)N([C@H](C)CO)C[C@H](C)[C@@H](CN(C)C(=O)CCN1CCCCC1)O2	1.9
COc1ccccc1S(=O)(=O)N[C@@H]1CC[C@@H](CC(=O)N2CCOCC2)O[C@H]1CO	-0.6
COC(=O)C[C@@H]1CC[C@H]2[C@@H](COc3ccc(NC(=O)c4cccc(OC)c4)cc3C(=O)N2C)O1	-0.1
CC(C)CC#Cc1ccc2c(c1)O[C@H](CN(C)C(=O)Nc1ccccc1F)[C@H](C)CN([C@@H](C)CO)S2(=O)=O	1.4
CCS(=O)(=O)N1CC2(CN(Cc3ccccc3F)[C@@H](CO)c3c2c2ccc(OC)cc2n3C)C1	0.4
C[C@@H]1CN([C@H](C)CO)C(=O)c2cccc(NC(=O)Nc3ccc(F)cc3)c2O[C@@H]1CN(C)Cc1ccc(C(F)(F)F)cc1	-0.1
CCCNC(=O)N1C[C@@H](C)[C@@H](OC)CN(C)C(=O)c2cc(NS(C)(=O)=O)ccc2OC[C@H]1C	0.4
COc1cccc(S(=O)(=O)Nc2ccc3c(c2)OC[C@@H](C)NC[C@H](C)[C@H](OC)CN(C)C3=O)c1	-0.4
C[C@@H]1CN([C@H](C)CO)C(=O)Cc2cc(NC(=O)Cc3ccccc3)ccc2O[C@@H]1CN(C)Cc1ccc(Oc2ccccc2)cc1	0.5
C[C@H](CO)N1C[C@H](C)[C@H](CN(C)C)Oc2ccc(NC(=O)Nc3ccccc3)cc2C1=O	0.5
CNC[C@H]1Oc2c(NC(=O)c3ccc(-c4nccs4)cc3)cccc2C(=O)N([C@@H](C)CO)C[C@H]1C	0.3
CO[C@@H]1CN(C)C(=O)c2ccc(NC(=O)NC(C)C)cc2OC[C@@H](C)N(S(C)(=O)=O)C[C@@H]1C	0.4
O=C(Cc1ccncc1)NCC[C@@H]1CC[C@H](NC(=O)C2CCCCC2)[C@H](CO)O1	0.3
COc1ccc(-c2ccc3c(c2)O[C@@H](CN(C)C(=O)Nc2ccccc2F)[C@H](C)CN([C@@H](C)CO)S3(=O)=O)cc1	0.6
CCC(=O)N(C)C[C@H]1Oc2cc(C#CC3CCCCC3)ccc2S(=O)(=O)N([C@H](C)CO)C[C@@H]1C	0.4
SMILES	TcdB GH inh
COc1cccc(-c2ccc3c(c2)[C@H]2[C@H](CCN2C(=O)Cc2ccccc2)[C@@H](CO)N3)c1	1.6
CO[C@@H]1CN(C)C(=O)c2ccc(NC(C)=O)cc2OC[C@H](C)N(Cc2ccc(F)cc2)C[C@H]1C	-3.4
O=C(Nc1ccc(F)cc1)N1C[C@H]2[C@@H](c3ccccc31)[C@H](CO)N2C(=O)Cc1ccncc1	-4.8
C[C@@H]1CN([C@@H](C)CO)C(=O)Cc2cc(NC(=O)c3ccncc3)ccc2O[C@H]1CN(C)S(=O)(=O)c1cn(C)cn1	0.7
CC(C)CC#Cc1ccc([C@@H]2[C@@H](CO)N3C(=O)CN(C(=O)Nc4ccc(F)cc4)C[C@@H]23)cc1	-0.4
CCOC(=O)[C@]12CCCC=C1N(Cc1ccccc1)C(=O)[C@H](CC(=O)N1CCN(C(=O)C3CC3)CC1)C2	1.9
